hERG rescue – hERG (human) protection from proarrhythmic block | Q12809 | hit rate 0.51% among 310,000 | CHO-hERG, FluxOR thallium flux, dofetilide IC70 present | AID 1511 | activation (rescue from dofetilide block), less the hit threshold, % at 10 µM;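 active = activation above the mean of controls blocked by dofetilide plus 5 SD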;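 note: thallium influx through hERG after potassium depolarization seen as dye fluorescence rise; in these data hits start at about 4.7%; inactives centre near -7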
Platelet DG rel – platelet dense granule release activity | inhibition, %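 (compounds screened at 7.5 µM in platelet-rich plasma)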 | AID 1663 | hit rate 0.22% among 300,000 | human platelet-rich plasma, SFLLRN dense granule ATP release, luminescence;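 active = mean replicate score, as percent of positive control, at or above 50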
TRPC4 block – blocks the mouse TRPC4 cation channel; Q9QUQ5; HEK293 TRPC4beta/mu-opioid, DAMGO-evoked Fluo4 calcium flux; hits give low values; B-score at 10 µM; hit rate 0.39% among 300,000;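 active = B-score over 3 SD under the library average, no early fluorescence shift, positive overall ratio signal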
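Assay system: HEK293 cells with stable TRPC4beta plus mu-opioid receptor expression. Dosing: single dose. Measured by: Fluo4 Ca2+ flux fluorescence. Also added: DAMGO in two steps, submaximal then maximal. Read-out: B score from integrated Fluo4 fluorescence ratio.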
KCNK3 inh – human KCNK3 channel inhibition, primary screen; O14649; CHO-KCNK3 thallium flux, FluxOR fluorescence; hits give low values; B-score at 10 µM; hit rate 0.84% among 340,000; AID 602410;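 active = B-score under library mean minus 4 SD, starting fluorescence ratio at most library mean plus 5 SD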;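 note: more negative B-score means stronger inhibition of thallium flux through KCNK3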
Target sequence (O14649 whole entry, looked up): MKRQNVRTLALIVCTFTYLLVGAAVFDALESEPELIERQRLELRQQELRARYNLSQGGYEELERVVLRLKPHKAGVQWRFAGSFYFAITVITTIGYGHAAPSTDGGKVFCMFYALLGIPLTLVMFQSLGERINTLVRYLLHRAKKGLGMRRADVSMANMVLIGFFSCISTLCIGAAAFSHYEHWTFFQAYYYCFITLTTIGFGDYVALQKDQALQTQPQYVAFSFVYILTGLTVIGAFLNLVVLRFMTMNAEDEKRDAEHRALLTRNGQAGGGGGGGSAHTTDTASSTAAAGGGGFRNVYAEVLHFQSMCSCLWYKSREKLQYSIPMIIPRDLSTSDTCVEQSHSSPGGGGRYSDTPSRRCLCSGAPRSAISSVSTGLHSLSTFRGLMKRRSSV
TRPC4 potent – TRPC4 (mouse) allosteric potentiation; Q9QUQ5; HEK293 TRPC4beta/mu-opioid, DAMGO EC20, Fluo-4 Ca2+ flux; hits give high values; B-score at 10 µM; hit rate 0.42% among 310,000;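 active = B-score of calcium response area above 5 SD of library B-scores, with initial fluorescence ratio within 5 SD of library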;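 note: B-score of integrated fluorescence ratio over time as area under calcium response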
TRPC4 agonist – opens the mouse TRPC4 cation channel; Q9QUQ5; HEK293 TRPC4beta/mu-opioid, Fluo4 calcium fluorescence; hits give high values; B-score at 10 µM; hit rate 0.49% among 310,000;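 active = B-score above 5 SD of library B-scores, and initial fluorescence ratio not above library mean plus 5 SD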;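 note: positive B-score marks a calcium rise read as TRPC4 activation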
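Assay system: HEK293 cells stably co-expressing mouse TRPC4beta and mu-opioid receptor / Timing: Fluo4 dye loading 45 min at room temperature, 110 s recording / Signal: Fluo4 calcium-sensitive dye fluorescence, kinetic, 1 Hz baseline / Read-out: integrated baseline-normalised fluorescence ratio, converted to per-well B score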
KCNK9 inh – blocks the human KCNK9 two-pore domain potassium channel; Q9NPC2; HEK293 KCNK9, FluxOR thallium flux fluorescence; hits give low values; B-score at 10 µM; hit rate 1.2% among 310,000;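 active = ratio B-score over 3 SD below the library mean, with starting fluorescence within 5 SD of its mean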;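 note: negative B-score means less thallium flux so channel inhibition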
Target sequence (Q9NPC2 whole entry, looked up, the tested form may be a part): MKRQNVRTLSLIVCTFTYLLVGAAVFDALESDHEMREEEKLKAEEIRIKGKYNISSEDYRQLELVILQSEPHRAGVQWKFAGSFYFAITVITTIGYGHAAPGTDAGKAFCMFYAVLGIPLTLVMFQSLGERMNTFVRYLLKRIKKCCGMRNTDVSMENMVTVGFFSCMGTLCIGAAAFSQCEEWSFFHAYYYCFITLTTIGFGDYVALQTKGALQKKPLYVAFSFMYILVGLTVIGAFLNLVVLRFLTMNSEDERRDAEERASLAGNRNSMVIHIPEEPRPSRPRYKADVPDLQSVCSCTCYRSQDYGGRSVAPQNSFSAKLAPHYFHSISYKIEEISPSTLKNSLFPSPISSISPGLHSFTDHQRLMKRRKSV
DYRK1A inh – inhibitors of rat Dyrk1A kinase; Q63470; ADP-Glo luminescence, NFATc1 peptide; inhibition, % at 12.5 µM; hit rate 0.43% among 310,000; in the data active = inhibition above about 50%;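 note: plate controls were vehicle with enzyme for no effect and no enzyme for full effect; many of its hits are not listed in these tables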
KCNQ1 block – inhibitors of human KCNQ1 potassium channel | P51787 | B-score at 10 µM | AID 2642 | CHO-K1 KCNQ1, FluxOR thallium flux fluorescence; hits give high values | hit rate 1.3% among 310,000;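 active = compounds whose thallium flux B-score, printed positive for inhibition, exceeds three library SD while starting fluorescence stays within three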;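 note: channel opened by potassium depolarization with thallium stimulus after 20 min compound exposure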
KCNQ1 pot – potentiates or activates the human KCNQ1 potassium channel; P51787; CHO-K1 KCNQ1, thallium flux FluxOR fluorescence; hits give high values; B-score at 10 µM; hit rate 0.35% among 310,000;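 active = fluorescence ratio B-score, a plate-corrected score, at least three library SD, with initial intensity B-score within 5 SD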
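Doses: Single concentration per compound, DMSO matched to controls | Test system: KCNQ1-transfected CHO-K1 cells | Timing: 90 min dye loading and 20 min compound exposure, both at room temperature | Measured by: Kinetic FluxOR thallium fluorescence, 10-s 1-Hz baseline, 110-s post-stimulus read | Medium: Assay buffer with matched DMSO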
PolyA inhibitor – blocks polyadenylation in yeast reporter cells. calls only at 12 µM. hit rate 0.02% among 300,000. AID 1875. S. cerevisiae SKY197-pL101 polyadenylation reporter, beta-gal luminescence; efflux-impaired pdr1/pdr3 knockout yeast; score 100 = 6 SD above DMSO;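 active = lowest replicate activity score at least 50, where 100 means six control SD above control mean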;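 note: yeast exposed to compound for 9 h at 30 °C; higher score means more reporter readthrough which indicates perturbed polyadenylation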
The depositor's hits bear a star; i = inactive; . = not tested or not shown.

Compound	KCNQ1 pot	PolyA inhibitor	TRPC4 agonist	KCNK9 inh	DYRK1A inh	KCNQ1 block	TRPC4 potent	hERG rescue	Platelet DG rel	KCNK3 inh	TRPC4 block
CN(C)c1ccc(/C=N/NC(=O)c2cccc(C(=O)N/N=C/c3ccc(N(C)C)cc3)n2)cc1	i	i	i	i	0.7	i	i	-7.4	1.4	i	i
Cc1ccc(NC(=O)C(=O)NCC2CCCO2)cc1C (configuration not stated)	i	i	i	i	-3.6	i	i	-15.4	10.5	i	i
CCn1c(SCC(=O)Nc2cc(C)ccc2C)nc2c(c1=O)SC(C)C2 (configuration not stated)	i	i	i	i	3.6	i	i	-4.8	8.7	i	i
O=C(NC1=NCCS1)C1Cc2ccccc2CN1C(=O)c1ccccc1 (configuration not stated)	i	i	i	i	-3.2	i	i	0.8	5.2	i	i
CCOc1ccc(NC(=O)CCNS(=O)(=O)c2ccc3c(c2)CCC(=O)N3)cc1	i	i	i	i	-5.6	i	i	-13.8	5.8	i	i
Cc1cc(NS(=O)(=O)c2ccc(NC(=S)NC(=O)c3ccc(Br)cc3)cc2)no1	i	i	i	i	33.6	i	i	-1.3	20.2	i	i
CN1CCC(N(C)C(=O)c2cc(=O)c3ccccc3o2)CC1	i	i	i	i	1.2	i	i	-7.7	8.5	i	i
CSc1ccccc1OCc1cc(C(=O)N(C)Cc2cnccn2)no1	i	i	i	i	-4.7	i	i	-2.6	-2.3	i	i
CN(C)CC(=O)c1c[nH]c2ccccc12	i	i	i	i	-4.8	i	i	2.0	9.8	i	i
O=c1cc(CN2CCN(Cc3ccccc3)CC2)c2ccc(O)cc2o1	i	i	i	i	3.7	i	i	-3.6	2.4	i	i
O=C(N/N=C/c1cc(Cl)cc([N+](=O)[O-])c1O)NC12CC3CC(CC(C3)C1)C2	i	i	i	i	-5.9	i	i	-2.2	2.3	i	i
COC(=O)c1nn(-c2ccc(OC)cc2)c(=O)cc1NN	i	.	i	i	-5.0	i	i	-13.1	-4.5	i	i

Continuation:
Compound	KCNQ1 pot	PolyA inhibitor	TRPC4 agonist	KCNK9 inh	DYRK1A inh	KCNQ1 block	TRPC4 potent	hERG rescue	Platelet DG rel	KCNK3 inh	TRPC4 block
Cc1ccc(NC(=S)NCc2ccc3c(c2)cc(C)n3C)c(C)c1	i	i	i	i	12.0	i	i	-12.4	-2.6	i	i
O=C(NCCO)N1c2ccccc2Sc2ccccc21	i	i	i	i	.	i	i	-3.0	0.9	i	i
CCC(=O)Nc1ccc(NC(=O)CSc2nnc(-c3ccc(O)cc3)n2CC2CCCO2)cc1 (configuration not stated)	i	.	i	i	.	i	i	-2.1	.	i	i
CCN(CC)C(=O)CSc1nc2cccnc2n1-c1ccccc1OC	i	i	i	i	13.8	i	i	-5.4	-5.2	i	i
Cc1ccc(N(CC(=O)NC2CCCC2)C(=O)CCC(=O)Nc2ccccn2)cc1C	i	i	i	i	3.2	i	i	-14.4	-1.5	i	i
C=CCn1c(C)cc(-c2csc(N)n2)c1C	i	i	i	i	5.0	i	i	-11.8	2.8	i	i
Cc1nc2c(cnn2-c2ccccc2Cl)c(=O)n1-c1ccc(C(C)C)cc1	i	i	i	i	0.9	i	i	-12.4	2.2	i	i
COc1ccc(-c2cc(=O)c3cc(O)ccc3o2)cc1	i	i	i	i	15.8	i	i	-5.9	12.6	i	i
CCS(=O)(=O)N1CCN(C(=O)c2ccccc2)CC1	i	i	i	i	1.8	i	i	-9.5	-1.2	i	i
COc1ccc(N=C(C)c2sc3ccccc3c2O)cc1	i	i	i	i	-8.2	i	i	-13.0	5.4	i	i
COc1ccc(S(=O)(=O)N(C)CC(=O)Nc2ccccc2C(F)(F)F)cc1Cl	i	i	i	i	1.6	i	i	-6.9	-0.6	i	i
O=c1c2ccccc2ncn1CCOCCOc1cccc(Br)c1	i	i	i	i	6.9	i	i	-3.5	-4.7	i	i

More compounds.
Compound	KCNQ1 pot	PolyA inhibitor	TRPC4 agonist	KCNK9 inh	DYRK1A inh	KCNQ1 block	TRPC4 potent	hERG rescue	Platelet DG rel	KCNK3 inh	TRPC4 block
O=C(Nc1cccc(-c2cnc3ccccc3n2)c1)c1ccccc1	i	i	i	i	5.4	i	i	-12.1	-5.2	i	i
Cc1cccc(C(CC(=O)O)n2cccc2)c1 (configuration not stated)	i	i	i	i	-4.7	i	i	-5.3	-2.5	i	i
c1cc2c3c(cccc3c1)C(N1CCCCC1)=N2	i	i	i	i	11.5	i	i	-12.6	-5.9	i	i
O=C(c1ccccc1[N+](=O)[O-])N1CC2C3C=CC(C3)C2C1 (configuration not stated)	i	i	i	i	-2.8	i	i	-6.7	-1.5	i	i
Cc1ccc(C)c(SCC(=O)OC/C(O)=C(\C#N)c2nc3ccccc3[nH]2)c1	i	i	i	i	-1.4	i	i	-17.1	-3.7	i	i
COc1cccc(CNC(=O)CN2C(=O)COc3ccc(S(=O)(=O)N4CCCCC4)cc32)c1	i	i	i	i	-0.7	i	i	-7.7	1.0	i	i
O=C(NCc1ccco1)/C(=C\C=C\c1ccccc1)NC(=O)c1ccccc1Br	i	i	i	i	1.4	i	i	-15.2	-3.2	i	i
COC(=O)C1C(=O)C2=C(CC1C)Nc1ccccc1NC2c1ccc(C)s1 (configuration not stated)	i	i	i	i	6.4	i	i	-6.6	5.6	i	i
CCC(=O)Nc1cccc(-c2cnc3ccccc3n2)c1	i	i	i	i	17.1	i	i	-17.9	1.1	i	i
Cc1cc([N+](=O)[O-])nn1CCCC(=O)Nc1cc(Oc2ccccc2)cc([N+](=O)[O-])c1	i	i	i	i	-1.2	i	i	-9.8	15.7	i	i
Cc1ccc(S(=O)(=O)N2CCC(C(=O)NCCCn3ccnc3)CC2)cc1	i	i	i	i	-2.3	i	i	-12.4	-0.2	i	i
CC1Cc2ccccc2N1C(=O)c1cnsn1 (configuration not stated)	i	i	i	i	0.9	i	i	-5.1	7.9	i	i

The results go on.
Compound	KCNQ1 pot	PolyA inhibitor	TRPC4 agonist	KCNK9 inh	DYRK1A inh	KCNQ1 block	TRPC4 potent	hERG rescue	Platelet DG rel	KCNK3 inh	TRPC4 block
Brc1ccc(-c2noc(CCc3ccccc3)n2)cc1	i	i	i	i	6.0	i	i	-6.7	-2.3	i	i
CC(C)C[C@H](NC(=O)NC(C)C)C(=O)O	i	i	i	i	5.2	i	i	-5.9	-2.9	i	i
O=C(NNC(=O)C12CC3CC(CC(Cl)(C3)C1)C2)c1csc(N2CCOCC2)n1	i	i	i	i	0.9	i	i	-11.8	-0.2	i	i
O=C(c1ccc(N2CCCC2=O)cc1)N1CCN(c2ccc(Cl)cc2)CC1	i	i	i	i	-0.9	i	i	-5.8	-0.7	i	i
CC1C/C(=C/c2ccccn2)C(=O)/C(=C/c2ccccn2)C1 (configuration not stated)	i	i	i	i	0.5	i	i	-17.5	-8.4	i	i
CN(C)/C=N/c1cc(=O)n(Cc2ccccc2)c(=O)n1C	i	i	i	i	-3.0	i	i	-0.3	-2.0	i	i
O=C(O)CCn1c(SCCc2ccccc2)nc2ccccc21	i	i	i	i	.	i	i	1.4	16.0	i	i
CN(C)CCCOc1cccc(Cl)c1	i	i	64*	i	-4.4	i	32*	-15.2	15.3	i	i
O=C(CN1CCC(n2nnc3cc(C(F)(F)F)ccc32)CC1)NCc1cccs1	i	i	i	i	5.6	i	i	-17.2	-1.6	i	i
Cn1c(=O)n(C)c2cc(NC(=O)c3ccc(F)cc3)c(Br)cc21	i	i	i	i	-3.1	i	i	-2.8	0.3	i	i
Cc1ccc(NC(=O)c2c(C(=O)Nc3ccccc3)sc3nc(C)cc(=O)n23)cc1	i	i	i	i	1.3	i	i	-11.4	8.7	i	i
CC(=O)Nc1cccc(NC(=O)CSc2nccn2Cc2ccccc2)c1	i	i	i	i	-4.7	i	i	-12.1	3.1	i	i

The listing continues:
Compound	KCNQ1 pot	PolyA inhibitor	TRPC4 agonist	KCNK9 inh	DYRK1A inh	KCNQ1 block	TRPC4 potent	hERG rescue	Platelet DG rel	KCNK3 inh	TRPC4 block
O=C(/C=C/c1ccccc1)NCC(=O)N/N=C\c1cccnc1	i	i	i	i	-58.2	i	i	1.3	2.2	i	i
COc1ccc(NC(=O)c2sccc2OS(=O)(=O)N(C)C)cc1	i	i	i	i	0.4	i	i	-2.4	0.0	i	i
CCOc1ccc(Nc2cc(C)nc3nc(C)nn23)cc1	i	i	i	i	5.1	i	i	-8.5	0.1	i	i
O=C1c2ccccc2NC(c2ccc(-c3ccc(Br)cc3)o2)N1O (configuration not stated)	i	i	i	i	-2.6	i	i	-13.3	-23.6	i	i
O=c1oc(-c2cccs2)nc2ccc(Br)cc12	i	i	i	i	-2.5	i	i	1.5	-0.1	i	i
Cc1cc2nc(-c3cccnc3SCC(=O)NCc3ccco3)[nH]c2cc1C	i	i	i	i	-12.0	i	i	-12.4	15.8	i	i
COc1ccc(CCNC(=O)C2CCN(S(=O)(=O)c3cc(OC)ccc3OC)CC2)cc1	i	i	i	i	8.7	i	i	-15.3	-1.8	i	i
Fc1ccccc1-c1nc2ccccc2[nH]1	i	i	i	i	-2.9	i	i	-1.7	4.0	i	i
CCOC(=O)C1=C(C)Nc2nc3ccccc3n2C1c1ccc(O)cc1 (configuration not stated)	i	i	i	i	-8.1	i	i	-8.5	-5.2	i	i
Cc1cc(C)nc(NS(=O)(=O)c2ccc(NC(=O)Cc3ccccc3F)cc2)n1	i	i	i	i	-2.6	i	i	-2.0	-1.6	i	i
COC(C[C@@H](O)C[C@@H](O)COCc1ccccc1)OC	i	i	i	i	7.8	i	i	-6.5	15.5	i	i
CC(=O)Nc1cccc(NC(=O)c2ccc(COc3ccccc3)cc2)c1	i	i	i	i	4.1	i	i	-8.1	1.9	i	i

Additional compounds
Compound	KCNQ1 pot	PolyA inhibitor	TRPC4 agonist	KCNK9 inh	DYRK1A inh	KCNQ1 block	TRPC4 potent	hERG rescue	Platelet DG rel	KCNK3 inh	TRPC4 block
C=CCn1c(Cc2c[nH]c3ccccc23)nnc1SCC(=O)NCc1ccccc1	i	i	i	i	0.0	i	i	-11.7	-3.5	i	i
CCNC(=O)Cn1cc(C#N)c2ccccc21	i	i	i	i	-2.7	i	i	-5.3	0.7	i	i
CCC1(c2ccc(F)cc2)NC(=O)N(CC(=O)NCc2ccc(C)cc2)C1=O (configuration not stated)	i	i	i	i	1.7	i	i	-3.5	-1.9	i	i
C/C(=N\NS(=O)(=O)c1ccc([N+](=O)[O-])cc1)c1cccs1	i	i	i	i	6.4	i	i	-5.1	-0.6	i	i

A portion of the library (hit frequency here may not be typical).
